Source: PubChem (several laboratories)
TLR4-MyD88 BLA – inhibitors of human TLR4-MyD88 binding | O00206+Q99836 | HeLa CL3-4 TLR4/MyD88 BLA complementation, FRET ratio | inhibition, % at 8.4 µM | 200,000 tested, 0.18% active | AID 861; in the data active = inhibition above about 25%;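 note: 0% = vehicle and 100% = reference inhibitor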
Target sequence (O00206 whole entry, looked up): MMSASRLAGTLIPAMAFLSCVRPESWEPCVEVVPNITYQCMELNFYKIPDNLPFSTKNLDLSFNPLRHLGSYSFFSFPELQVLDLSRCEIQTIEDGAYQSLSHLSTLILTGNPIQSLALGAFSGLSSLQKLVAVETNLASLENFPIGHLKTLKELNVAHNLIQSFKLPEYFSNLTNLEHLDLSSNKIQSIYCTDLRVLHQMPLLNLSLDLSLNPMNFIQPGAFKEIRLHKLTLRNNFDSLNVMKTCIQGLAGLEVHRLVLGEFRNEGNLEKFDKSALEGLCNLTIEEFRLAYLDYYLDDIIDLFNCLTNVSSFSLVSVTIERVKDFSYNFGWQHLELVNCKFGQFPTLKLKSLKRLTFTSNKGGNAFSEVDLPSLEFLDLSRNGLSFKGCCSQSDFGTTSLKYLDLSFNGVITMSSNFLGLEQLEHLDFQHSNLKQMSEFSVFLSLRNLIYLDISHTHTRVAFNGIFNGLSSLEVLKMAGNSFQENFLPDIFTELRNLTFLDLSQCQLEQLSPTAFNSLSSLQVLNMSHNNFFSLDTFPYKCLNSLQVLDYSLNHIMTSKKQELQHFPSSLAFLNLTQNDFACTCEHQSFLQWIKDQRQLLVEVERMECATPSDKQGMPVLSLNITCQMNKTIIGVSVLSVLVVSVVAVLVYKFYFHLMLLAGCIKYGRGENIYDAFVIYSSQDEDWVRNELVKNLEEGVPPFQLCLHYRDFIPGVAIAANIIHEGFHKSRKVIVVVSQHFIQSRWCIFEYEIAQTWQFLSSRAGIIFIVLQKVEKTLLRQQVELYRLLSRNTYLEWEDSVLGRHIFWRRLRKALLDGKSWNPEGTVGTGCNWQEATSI
Target sequence (Q99836 whole entry, looked up): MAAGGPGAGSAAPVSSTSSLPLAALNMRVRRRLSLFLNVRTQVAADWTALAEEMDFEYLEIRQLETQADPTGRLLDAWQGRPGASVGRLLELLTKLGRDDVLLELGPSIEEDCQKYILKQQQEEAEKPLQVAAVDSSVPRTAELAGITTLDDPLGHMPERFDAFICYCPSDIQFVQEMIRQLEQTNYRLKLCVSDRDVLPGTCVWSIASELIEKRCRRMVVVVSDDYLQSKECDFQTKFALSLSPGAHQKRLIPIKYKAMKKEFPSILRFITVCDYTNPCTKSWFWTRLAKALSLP
G6PDH CS – inhibits Leuconostoc G6PDH, flagging false hits in G6PDH-based assays. AID 1020. Purified L. mesenteroides G6PDH, diaphorase/resazurin coupled fluorescence, 45 min. 200,000 tested, 0.12% active. inhibition, % at 5 µM
PMI act hi M6P – PMI (human) activation, high substrate. coupled PMI enzyme assay, resazurin fluorescence, 20 min; hits give high values; 1 = untreated enzyme, 0 = substrate-free blank. activation factor at 20 µM. AID 1216. 190,000 tested, 0.34% active;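 active = activation factor of 2 or more at 20 µM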
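Material: human phosphomannose isomerase with PGI, G6PDH, diaphorase coupling enzymes; amount: PMI at 15 ng/mL final; also added: Mannose-6-phosphate 1.0 mM (near-saturating) plus 0.22 mM NADP+; incubation: enzyme reaction with compound 20 min at room temperature; signal: resorufin fluorescence (Ex 544/Em 590 nm) from resazurin via diaphorase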
L major viab – reduces viability of Leishmania major promastigotes; resazurin fluorescence viability; inhibition, % at 10 µM; 200,000 tested, 9% active; AID 1063;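 note: promastigotes grown with compound for 44 hours at 28 °C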
PMI activator – activators of human phosphomannose isomerase | purified human PMI, coupled resazurin fluorescence, 20 min; hits give high values; 1 = vehicle control, 0 substrate-free wells | activation factor at 20 µM | 190,000 tested, 0.005% active | P34949;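 active = activation factor of 2 or more at 20 µM, relative to plate controls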
Diaph inh CS – inhibits diaphorase or chemically oxidizes, flagging diaphorase assay artifacts | inhibition, % at 20 µM | AID 1217 | diaphorase resazurin-to-resorufin fluorescence, NADH, 16 min; bacterial (C. kluyveri) enzyme, not human | 190,000 tested, 0.69% active;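 active = primary screen inhibition at 20 µM above a set limit, cut at about 50% in these data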;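 note: plate controls were DMSO with full reaction for no effect and wells lacking NADH for full effect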
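System: Bacterial diaphorase enzyme (C. kluyveri) | Incubation: 16-min room-temperature incubation before reading | Benchmarks: No-NADH positive control and DMSO neutral control | Measured by: Resorufin fluorescence 544/590 nm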
Diaph act CS – diaphorase activation or chemical reduction counter-screen. Diaphorase/resazurin coupled assay, resorufin fluorescence, 16 min; hits give high values; 1 = vehicle wells, 0 = NADH-free wells. activation factor at 20 µM. 190,000 tested, 0.005% active;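 active = diaphorase activity raised at least twofold by the compound at 20 µM; inactive = activation factor below 2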
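Test system: Clostridium kluyveri diaphorase, purified enzyme. Buffer or medium: 50 mM HEPES pH 7.4 buffer plus MgCl2 and Tween 20. Also added: 0.114 mM NADH and 0.1 mM resazurin, final amounts. Dosing: compound 20 µM once, DMSO 1%. Schedule: 16 min enzyme reaction, ambient temperature. Detection: fluorescence of resorufin, 544 nm excitation, 590 nm emission.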
RAM network inh – blocks the yeast RAM network. AID 868. S. cerevisiae dse1pr::URA3 reporter, 5-FOA growth OD615, 2 d; analog-sensitive cbk1-as2 kinase mutant strain. 190,000 tested, 1.8% active. inhibition, % at 50 µM;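 active = inhibition above a set limit, 3 SD over mean compound inhibition, cut at about 8.4% in these data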;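 note: 0% = DMSO-only wells with no growth and 100% = 10 µM 1-NA-PP1 full growth; inhibition rescues growth on 5-FOA so higher OD means more RAM inhibition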
Redox H2O2 prof – compounds producing H2O2 with reducing agent – biochemical, NIH compound library profiling, artefact control for MLSCN library redox annotation, primary screen | activation, % at 10 µM | DTT-dependent redox cycling H2O2, phenol red/HRP absorbance; 100% = 100 µM peroxide control, 0% = buffer | 200,000 tested, 0.03% active | AID 878;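 active = activation of at least 50% relative to the plate's high and low controls in the primary single-dose screen; inactive = activation below 50%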;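 note: compound incubated with DTT at 0.8 mM final as the reducing agent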
Hsp70 activator – switches on Hsp70 transcription. HeLa Hsp70 promoter luciferase reporter, luminescence; scaled: vehicle 0, proteasome-inhibitor control 100%. 200,000 tested, 0.04% active. activation, % at 10 µM;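 active = activation above the mean across all tested compounds plus 3 SD, cutoff set per campaign, cut at about 5.5% in these data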;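 note: 100% = MG132 at 30 µM as the positive control and 0% = DMSO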
S1P3 antag – S1P3 (human) receptor antagonism. Q99500. CHO S1P3 NFAT-BLA reporter, FRET fluorescence, antagonist mode. inhibition, % at 4.98 µM. 170,000 tested, 0.27% active. AID 485;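 active = inhibition above the plate cutoff, the mean inhibition of test wells on that plate plus 3 SD, cut at about 28% in these data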;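 note: cells challenged with S1P at its EC80 of 0.8 µM; blue over green emission ratio from cleaved BLA substrate after 4 h stimulation; 0% = S1P-stimulated wells and 100% = unstimulated DMSO-only wells; some compounds past the cut are filed as inactive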
An asterisk follows results filed as active; x = not tested or not shown. Cut-off read from the data, not from the text of the source, unless noted: active = inhibition above about 50%; inactive = the rest.

SMILES	TLR4-MyD88 BLA	G6PDH CS	PMI act hi M6P	L major viab	PMI activator	Diaph inh CS	Diaph act CS	RAM network inh	Redox H2O2 prof	Hsp70 activator	S1P3 antag
Cc1ccc(Cn2c(NCCc3ccccc3)nc3c2c(=O)n(C)c(=O)n3C)cc1	7	14	0.9	-3	0.9	12	0.9	3.6	-3.3	-0.5	11
CC(C)C1CC(CCNCc2ccc(N(C)C)cc2)(c2ccccc2)CCO1 (stereo unspecified)	-11	0	1	98*	1	6	0.9	-0.4	0.1	-0.2	-9
CCC(=O)N(CC(=O)Nc1sc(C)c(C)c1C(N)=O)C1CCCCC1	-3	9	0.9	-5	0.9	15	0.9	1.0	1.2	-0.2	x
CSc1sc(C)cc1/C=N/O	11	5	1	-4	1.1	-9	1.1	-0.4	0.2	-0.1	-5
CCOc1ccc(-c2nc(C#N)c(NC3CC3)o2)cc1	-3	19	1	5	0.9	15	0.8	3.2	1.7	0.2	-16
CC(C)(C)N=C1SCC(C)(/C=N/O)S1 (stereo unspecified)	-1	5	0.9	-5	0.9	22	0.8	-0.3	-7.2	-0.3	1
CCCNc1ccc(C(=O)OCC)cc1[N+](=O)[O-]	2	3	1.1	15	1	-5	1	0.6	-0.1	0.1	-14
CC(C)(C)NC(=O)CN(Cc1cccs1)C(=O)c1csnn1	-13	11	0.9	-5	1	14	0.9	0.6	2.3	-0.3	-12
O=C(NNc1ccccc1Br)C(O)(c1cccc(C(F)(F)F)c1)c1cccc(C(F)(F)F)c1	1	3	0.9	10	0.9	22	0.8	3.7	1.0	-0.2	25
Cc1cc(=O)[nH]c(NCCO)n1	1	11	0.8	-1	1	11	0.9	-1.4	-0.4	-0.2	-21
C=CCNC(=S)N1CCN(CCN=Cc2c(C)[nH]n(-c3ccc([N+](=O)[O-])cc3)c2=O)CC1	-31	9	0.8	-7	0.9	25	0.8	1.0	-0.5	-0.1	6
Cc1cccc(N(C(=O)c2ccc(CN3CCOCC3)o2)C(C(=O)NC2CCCCC2)c2ccc(F)cc2)c1 (stereo unspecified)	4	10	1.2	-5	1.1	-5	1.1	3.0	0.8	-0.5	x
COc1ccc(/C=N/NC(=O)c2cccnc2)cc1CN1CCc2cc(OC)c(OC)cc2C1C (stereo unspecified)	-6	4	1	0	1	-8	1.1	-0.2	-1.1	-0.1	-7
O=C(Oc1cccc2cccnc12)c1cccc(N2C(=O)C3C4CCC(C4)C3C2=O)c1 (stereo unspecified)	2	39	0.5	97*	0.8	9	0.9	2.4	-0.6	0.2	-26
COc1ccc(N(CC(=O)N2CCN(C)CC2)S(=O)(=O)c2ccccc2)cc1OC	-1	3	1	-1	1	13	0.9	1.3	-0.6	-0.1	2
CC1(C)COC2(OC1)C(=O)Nc1ccccc12	-7	7	1	-6	1	-5	1.1	0.7	0.5	0.0	-10
Cc1cc(-c2nnc(CCC(=O)N(CC3CC3)CC3CCCO3)o2)no1 (stereo unspecified)	1	5	1.1	-5	1	10	0.9	2.4	-1.0	-0.4	7
Nc1nonc1-c1nc2ccccc2n1CC(=O)N/N=C/c1ccc(-c2cccc(C(=O)O)c2)o1	4	-6	1.2	-6	1.1	52*	0.5	2.2	0.4	0.3	11
O=C(Nc1cccc2c1CCCC2)C1CCN(c2nnnn2-c2ccccc2)CC1	11	-20	1	25	1	10	0.9	4.6	0.7	0.1	-6
CN(c1c[nH]c(=O)[nH]c1=O)C1CCCCC1	5	6	1.1	-4	0.9	-1	1	0.6	-0.8	-0.5	-4
COc1ccc(C)cc1NC(=O)C(Sc1nnc(-c2cccs2)o1)c1ccccc1 (stereo unspecified)	19	2	0.9	41	1.1	3	1	5.2	-0.8	-0.1	-7
CCOC(=O)C(C)n1cnc2c(nnn2-c2cccc(Cl)c2)c1=O (stereo unspecified)	3	-3	1.1	0	1.1	-6	1.1	0.6	-0.9	0.1	-7
CCCC(c1nnnn1Cc1ccc2c(c1)OCO2)N1CCC(C(N)=O)CC1 (stereo unspecified)	-13	10	0.9	-6	0.9	8	0.9	-0.2	0.0	-0.1	-6
Cc1cccc(Nc2ncnc3c2cnn3C)c1	-10	20	0.9	-6	0.9	16	0.8	0.0	-0.1	-0.1	-8
COc1cccc(N(CC(=O)NC(C)(C)C)C(=O)C2CSC(=O)C2)c1 (stereo unspecified)	-5	7	1	-1	1	5	1	2.0	4.6	-0.2	x
Cc1ccc(OCC(=O)NCCC2=CCCCC2)cc1	1	-1	1	-6	1	5	0.9	-0.4	0.1	-0.4	-18
Cc1ccc(S(=O)(=O)c2c(C)cc(C)nc2N2CCCC2)cc1	6	4	0.9	13	0.9	18	0.8	0.1	-0.1	0.0	-17
CC(C)N1CC2=C(C1=O)C(c1ccc(O)cc1)NC(=O)N2C (stereo unspecified)	-3	5	1.1	-2	1.1	4	1	0.4	1.1	-0.2	5
CC1(C)CC(=O)/C(=C(/O)Cc2ccccc2)C(=NCCc2ccccc2)C1	0	-10	1	29	1	19	0.8	4.9	-0.2	-0.2	6
Cc1ccccc1NC(=O)C1c2cccc[n+]2CC(=O)N1c1c(C)cccc1C (stereo unspecified)	-5	8	0.7	-4	0.1	25	0.8	-0.9	0.8	-0.2	x
COC(=O)CSc1nc(NC(C)(C)C)nc(N(C)C)n1	14	6	1	-1	1	0	1	-0.3	-0.7	0.1	-23
CCCCn1c2c(c(=O)n(C)c1=O)C(CC(=O)OCC(=O)Nc1cccc(C(F)(F)F)c1)C(=O)N2 (stereo unspecified)	-5	0	1.5	-8	1.4	33	0.7	1.8	0.2	-0.4	-4
CC1=C(C(=O)OCc2ccccc2)C(c2ccco2)C2=C(CC(C)(C)CC2=O)N1 (stereo unspecified)	12	0	0.9	33	1	15	0.9	4.8	3.7	-0.1	6
COc1ccc(C)cc1NC(=O)CN1CCN(c2ccc(F)cc2)CC1	-2	1	0.9	4	0.9	12	0.9	0.1	-0.1	0.1	-89
COC(=O)Cc1[nH]nc2c1C(c1cccc(OC)c1OC)C(C#N)=C(N)O2 (stereo unspecified)	0	8	1	-6	0.9	8	0.9	1.9	0.2	-0.3	-22
COc1ccccc1C(=O)NC(=S)Nc1ccc(N2CCCC2)cc1	3	-32	0.9	1	0.9	3	1	3.7	0.7	-0.1	3
CCN(CCNC(=O)c1cccc(N2CCCC2=O)c1)c1ccccc1	2	2	1	-1	0.9	10	0.9	1.4	-0.1	-0.2	-4
COc1cccc(C(=O)NCC(=O)N/N=C(C)\C=C\c2ccccc2)c1	2	4	1.1	0	1.1	-3	1	0.5	-0.4	-0.3	16
COc1ccc(NC(=O)CSc2n[nH]c(-c3ccco3)n2)cc1	0	-2	1	-3	1	3	1	-0.7	-0.2	-0.3	2
O=C(c1cccc(-c2nnc(-c3ccccc3)o2)c1)N1CCCCC1	28*	-11	0.9	3	0.9	15	0.9	-0.1	0.5	0.0	30

Ordered by heavy-atom count (descending): 3 of the compounds above.
SMILES	TLR4-MyD88 BLA	G6PDH CS	PMI act hi M6P	L major viab	PMI activator	Diaph inh CS	Diaph act CS	RAM network inh	Redox H2O2 prof	Hsp70 activator	S1P3 antag
COc1ccc(/C=N/NC(=O)c2cccnc2)cc1CN1CCc2cc(OC)c(OC)cc2C1C (stereo unspecified)	-6	4	1	0	1	-8	1.1	-0.2	-1.1	-0.1	-7
O=C(c1cccc(-c2nnc(-c3ccccc3)o2)c1)N1CCCCC1	28*	-11	0.9	3	0.9	15	0.9	-0.1	0.5	0.0	30
CN(c1c[nH]c(=O)[nH]c1=O)C1CCCCC1	5	6	1.1	-4	0.9	-1	1	0.6	-0.8	-0.5	-4

Continuation.
SMILES	TLR4-MyD88 BLA	G6PDH CS	PMI act hi M6P	L major viab	PMI activator	Diaph inh CS	Diaph act CS	RAM network inh	Redox H2O2 prof	Hsp70 activator	S1P3 antag
COc1ccc(CC(=O)NNc2ncnc3c2cnn3-c2ccc(C)cc2)cc1	7	-21	1.1	7	1	1	1	0.6	5.2	0.1	-18
Cc1cc(/C=C2/NC(=O)NC2=O)c(C)n1-c1ccc(C#N)cc1	-7	7	1.2	19	1.2	23	0.8	1.1	-0.2	-0.2	5
CN(C)CCNC(=O)Nc1ccc(F)cc1F	4	-2	1	0	1	3	1	1.6	-0.1	-0.1	-9
O=C1NC(CCc2ccccc2)C(=O)N1Cc1cccc2ccccc12 (stereo unspecified)	-4	-6	1	9	0.9	5	1	6.1	0.2	-0.2	-14
CCOC(=O)CNc1c(-c2ccc(O)cc2)nc2ccc(Cl)cn12	-16	11	0.8	9	0.8	16	0.8	0.1	1.3	-0.2	29
CC12CCC(c3c(C(=O)N4CCOCC4)nn(-c4ccccc4)c31)C2(C)C (stereo unspecified)	4	4	1.1	5	1.2	-7	1.1	-0.5	-4.5	-0.1	-22
CC(C)NC(=O)c1ccccc1NC(=O)c1ccccc1N(C)S(C)(=O)=O	-4	11	1	1	1	14	0.9	-0.4	0.4	-0.1	-18
CC1=Nn2c(nnc2-c2ccccc2)SC1	-6	-18	0.9	-2	1	10	0.9	0.3	1.0	0.4	-8
CCCCC(=O)Nc1ccccc1C(=O)OCC(=O)c1ccc2c(c1)OCCO2	-8	-41	0.8	0	0.8	25	0.7	13*	0.5	-0.2	5
Cn1cc(CNCc2ccc(OC(F)(F)F)cc2)c(-c2ccc3c(c2)OCCO3)n1	-15	7	1	27	0.9	4	1	0.1	-1.8	0.3	8
CCOC(=O)C(=CNc1cccc(C)n1)C(=O)OCC	-5	-4	1	-4	0.9	1	1	0.4	-5.0	-0.3	x
Cc1cc(C)c(C)c(C(=O)c2ccccc2C(=O)O)c1C	-16	3	1	-7	1	10	0.9	1.1	0.3	0.0	-2
Cc1c(C(=O)Nc2cccc(-c3nnc4n3CCCCC4)c2)oc2ccccc12	-10	-4	1	27	0.9	11	0.9	5.4	0.1	-0.3	-1
CCN1CCCc2cc(CN(CCN3CCOCC3)C(=S)Nc3cc(F)cc(F)c3)ccc21	-11	5	0.8	4	0.9	17	0.8	1.4	-0.3	-0.3	-4
CCOc1ccccc1-c1nc(C(N)=O)c2[nH]c(=O)n(-c3cccc(C)c3)c2n1	-16	3	0.9	64*	0.8	27	0.7	-0.9	-3.7	0.4	0
COc1cc(NS(=O)(=O)c2ccc(C)cc2)c2ncccc2c1	22	12	0.7	99*	0.7	32	0.7	0.0	-2.5	-0.3	11
